MITF primary: MITF inhibitors, primary screen, biochemical, AlphaScreen, human; Microphthalmia-associated transcription factor (Homo sapiens), O75030; AlphaScreen MITF homodimerization, bead proximity signal; inhibition, % at 2.6 µM; 0.91% of 650,000 active; AID 1259374, 2018; in the data active means inhibition above about 50%;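 further: 0% = vehicle wells with protein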
Target sequence (O75030 whole entry, looked up): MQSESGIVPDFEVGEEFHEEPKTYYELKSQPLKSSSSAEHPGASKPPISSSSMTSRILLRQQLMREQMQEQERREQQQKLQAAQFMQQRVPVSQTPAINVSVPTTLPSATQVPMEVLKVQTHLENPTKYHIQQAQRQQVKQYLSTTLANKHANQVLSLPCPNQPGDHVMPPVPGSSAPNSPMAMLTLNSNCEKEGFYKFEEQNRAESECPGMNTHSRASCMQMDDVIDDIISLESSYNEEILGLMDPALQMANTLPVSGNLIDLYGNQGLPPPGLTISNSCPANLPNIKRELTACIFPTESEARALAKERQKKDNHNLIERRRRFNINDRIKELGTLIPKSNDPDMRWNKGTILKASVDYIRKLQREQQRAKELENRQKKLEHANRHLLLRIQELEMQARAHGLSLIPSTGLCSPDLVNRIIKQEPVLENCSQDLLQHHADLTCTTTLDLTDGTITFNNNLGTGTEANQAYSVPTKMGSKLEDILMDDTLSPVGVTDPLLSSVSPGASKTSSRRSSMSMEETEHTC
GPR151 activ: activators of human GPR151, primary screen, cell-based, PathHunter beta-arrestin, luminescence. PathHunter beta-arrestin GPR151 cells. AID 1508602, 2020. 1% of 650,000 active. G-protein coupled receptor 151 (Homo sapiens), Q8TDV0. activation, % at 11.2 µM; in the data active means activation above about 4.9%;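 further: 0% = median of compound wells and 100% = cells with positive control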
Target sequence (Q8TDV0 whole entry, looked up): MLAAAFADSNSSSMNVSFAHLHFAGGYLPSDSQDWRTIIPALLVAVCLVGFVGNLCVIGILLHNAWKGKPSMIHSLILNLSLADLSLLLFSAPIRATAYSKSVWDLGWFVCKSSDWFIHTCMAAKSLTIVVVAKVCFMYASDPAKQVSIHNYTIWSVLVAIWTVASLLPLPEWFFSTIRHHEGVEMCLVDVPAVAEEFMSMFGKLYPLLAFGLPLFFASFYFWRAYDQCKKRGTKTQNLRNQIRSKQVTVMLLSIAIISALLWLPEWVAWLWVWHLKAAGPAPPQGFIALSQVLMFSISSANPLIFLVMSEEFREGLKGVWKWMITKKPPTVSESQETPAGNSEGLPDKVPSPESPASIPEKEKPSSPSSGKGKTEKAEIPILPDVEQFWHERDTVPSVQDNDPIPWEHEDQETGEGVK
TEAD-YAP inh: TEAD-YAP interaction inhibition, primary screen, TEAD-YAP interaction inhibitor project, luminescence, HEK-TIYL cells | TEAD-Gal4/YAP UAS-luciferase luminescence | inhibition, % at 9.12 µM | 1.4% of 640,000 active | AID 1259422, 2018; in the data active means inhibition above about 32%;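 further: 0% = median of test compound wells and 100% = reference inhibitor wells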
FBW7 activator: FBW7 E3 ligase activators, primary screen, biochemical, AlphaScreen, human. 0.13% of 650,000 active. F-box/WD repeat-containing protein 7 (Homo sapiens), Q969H0. AlphaScreen FBW7–phospho-cyclin E peptide binding, activator screen. normalized activity (activation), % at 26.1 µM; in the data active means normalized activity above about 1.9%;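 further: purified mutant Fbw7 with reduced substrate affinity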
* = called active by the depositor; & = joins results of further samples.

SMILES	MITF primary	GPR151 activ	TEAD-YAP inh	FBW7 activator
COCCC(=O)NCC1Cc2cc(C)cc(-c3ccc(Cl)cc3)c2O1 (centres undefined)	13	0.5	10	0.2
CC(N)(Cc1ccc(O)c(O)c1)C(=O)O (centres undefined)	56*	1.1&-0.2&0.4&-3.2	0&1&-3	0.0&-0.4&-0.3&-0.2
COc1ccc2c(=O)c(-c3csc(C)n3)coc2c1C	9	-0.6	-50	0.1
Cc1ccc(C)c(N2C(=O)c3nccnc3C2=O)c1	1	-0.6	1	-0.1
O=[N+]([O-])c1ccc(/C=N/Nc2nc(-c3ccccc3)cs2)cc1	-12	0.4	5	-0.1
CCN1CCN(C(c2ccccc2)c2nnnn2C2CCCCC2)CC1 (centres undefined)	-5	1.3	39*	-0.3
Cc1ccc(/C(O)=C2\C(=O)C(=O)N(c3nc4ccccc4s3)C2c2ccc([N+](=O)[O-])cc2)cc1 (centres undefined)	12	-0.3	0	0.0
CCC(=O)Nc1ccc(NC(=O)CN2CCCC(C)C2)c(Cl)c1 (centres undefined)	7	-0.4	-8	0.1
CC(C)n1c(NCc2cccnc2)nc2c(Nc3ccc(N4CCOCC4)cc3)ncnc21	-6	-0.6	-5	-0.3
CCOc1ccc(/C=C2\N=C(c3cccc(I)c3)OC2=O)cc1	-16	-1.1	-3	0.1
COCCCn1c(C)cc(C(=O)CSc2nnc(-c3ccc(F)cc3)o2)c1C	2	-0.5	-5	0.2
N=c1ccn(-c2ccncc2)cc1NC(=O)C1COc2ccccc2O1 (centres undefined)	-1	4.0	-36	0.1
CCOc1ccc(/C=N/NC(=O)C(C)Nc2cccc(C)c2)cc1O (centres undefined)	6	2.1	-8	-0.1
C[C@@H](O)C(=O)N[C@@H]1CCN(C(=O)c2cnccc2Nc2ccc(Cl)c(F)c2)C1	15	-1.9	-3	0.2
Nc1cc(S(=O)(=O)N2CCCCCC2)ccc1Cl	15	-1.2	-1	0.1
O=C(NCC(O)c1ccc(Br)cc1)c1cccc(-c2ccc3cnccc3c2)c1 (centres undefined)	15	-1.7	1	-0.1
CN1CCN(S(=O)(=O)c2ccc(Sc3ccc(Br)cc3)c(C(=O)O)c2)CC1	0	0.8	-2	-0.1
CCC(C)(C)c1ccc(OCCCC(=O)OCC(=O)c2ccc(Br)cc2)c(C(C)(C)CC)c1	-11	-1.0	10	0.0
CC1(C)NC(=O)N(CC(=O)Nc2ccc(C#N)cc2)C1=O	3	-1.7	10	-0.1
COc1cc(C(=O)CCN2CCC(c3ccccc3)C2)ccc1[N+](=O)[O-] (centres undefined)	25	-1.4	6	0.0
COc1ccc(NC=NCCn2cnc3c2c(=O)n(C)c(=O)n3C)cc1	-4&17	0.1&1.9	9&-7	-0.2&0.2
CCOC(=O)C1=C(N)N(c2ccc([N+](=O)[O-])cc2)C2=C(C(=O)CCC2)C1c1cccnc1 (centres undefined)	2	-1.1	-3	0.1
CCC1=NN2C(=N)/C(=C/c3ccc(OCCSc4ccc(C)cc4)cc3)C(=O)N=C2S1	-9	0.4	4	0.0
COc1cc(/C=C2\C(=O)N(c3nc(-c4ccc(F)cc4)cs3)N=C2C)ccc1O	-51	-1.9	-9	-0.1
CCOC(=O)c1sc2nc(SCC(=O)Nc3cccc(C(F)(F)F)c3)n(Cc3ccc(Cl)cc3)c(=O)c2c1C	8	0.8	1	0.5
Cc1cccc(Oc2c(C(F)(F)F)oc3c(CN4CCCCC4)c(O)ccc3c2=O)c1	-8	-0.4	14	0.0
COC(=O)C1SCC2C(=O)N(c3ccccc3Br)C(=S)N21 (centres undefined)	1	2.6	6	0.2
CCc1c(C)sc2nc(C(C)C)n3c(=O)n(CC(=O)N(C)C)nc3c12	10	-1.4	2	0.4
COc1cc2nc(Cl)nc(Nc3ccc4c(c3)OCO4)c2cc1OC	2	0.3	2	-0.1
Cn1c(N2CCC(C(=O)NCCO)CC2)nc2ccccc21	4	1.4	-4	0.7
CN1C(=O)C(C)(C)COc2ccc(NC(=O)Nc3cccs3)cc21	0	-2.1	-14	-0.3
O=C1OC(c2ccc(F)cc2)=C/C1=C/c1ccc(Br)cc1	-1	1.7	-1	-0.1
Cc1ccc(-c2cn(-c3ccccc3)c(SCC(=O)Nc3ccc(F)cc3)n2)cc1	-10	-0.5	18	-0.1
O=C(CNC(=O)c1ccco1)N/N=C/c1ccc(OC(=O)c2ccco2)cc1	2	1.0	-4	-0.1
Cc1c(NC(=O)Cc2c(C(=O)O)[nH]c3ccccc23)cccc1[N+](=O)[O-]	6	-1.1	-10	0.6
NC(=O)c1ccc(-c2cc(NCCCN3CCCC3=O)ncn2)cc1	11	-2.0	4	-0.1
CC1(c2ccc(Cl)cc2Cl)NC(=O)NC1=O (centres undefined)	4	-0.4	-14	-0.1
CCOC(=O)c1c(NC(=O)c2cccs2)sc2c1CC(C)(C)NC2(C)C	8	1.1	-3	0.0
Cc1ccc(S(=O)(=O)N2CCc3ccc(NC(=O)c4ccco4)cc3C2)cc1	11	0.0	11	0.0
O=C1NC(=O)C(=Cc2cccc(OCc3ccc([N+](=O)[O-])cc3)c2)C(=O)N1	4	-3.0	-13	0.1
CCCCOC(=O)c1ccc(NC(=O)COc2ccc(CCC)cc2)cc1	-3	1.8	-4	0.0
CCCCC(c1nnnn1CCOC)N1CCN(C2CCCC2)CC1 (centres undefined)	-7	-1.0	5	0.1
O=C(/C=C/c1ccc([N+](=O)[O-])cc1)Nn1cnc2ccccc2c1=O	10	2.6	-6	0.0
Cc1ccc(CN2CCN(Cc3nc(C(C)C)cs3)CC2CCO)cc1 (centres undefined)	7	-0.7	0	0.2
O=C(CN1C(=O)CCc2ccccc21)NC1CCCc2ccccc21 (centres undefined)	-4	-0.6	-3	0.0

13 structures from above, arranged by length of the SMILES, ascending:
SMILES	MITF primary	GPR151 activ	TEAD-YAP inh	FBW7 activator
CC1(c2ccc(Cl)cc2Cl)NC(=O)NC1=O (centres undefined)	4	-0.4	-14	-0.1
CCCCC(c1nnnn1CCOC)N1CCN(C2CCCC2)CC1 (centres undefined)	-7	-1.0	5	0.1
O=C(CN1C(=O)CCc2ccccc21)NC1CCCc2ccccc21 (centres undefined)	-4	-0.6	-3	0.0
NC(=O)c1ccc(-c2cc(NCCCN3CCCC3=O)ncn2)cc1	11	-2.0	4	-0.1
CCCCOC(=O)c1ccc(NC(=O)COc2ccc(CCC)cc2)cc1	-3	1.8	-4	0.0
CN1C(=O)C(C)(C)COc2ccc(NC(=O)Nc3cccs3)cc21	0	-2.1	-14	-0.3
CCOC(=O)c1c(NC(=O)c2cccs2)sc2c1CC(C)(C)NC2(C)C	8	1.1	-3	0.0
CCc1c(C)sc2nc(C(C)C)n3c(=O)n(CC(=O)N(C)C)nc3c12	10	-1.4	2	0.4
O=C(CNC(=O)c1ccco1)N/N=C/c1ccc(OC(=O)c2ccco2)cc1	2	1.0	-4	-0.1
O=C(/C=C/c1ccc([N+](=O)[O-])cc1)Nn1cnc2ccccc2c1=O	10	2.6	-6	0.0
Cc1ccc(-c2cn(-c3ccccc3)c(SCC(=O)Nc3ccc(F)cc3)n2)cc1	-10	-0.5	18	-0.1
Cc1c(NC(=O)Cc2c(C(=O)O)[nH]c3ccccc23)cccc1[N+](=O)[O-]	6	-1.1	-10	0.6
O=C1NC(=O)C(=Cc2cccc(OCc3ccc([N+](=O)[O-])cc3)c2)C(=O)N1	4	-3.0	-13	0.1

Following part.
SMILES	MITF primary	GPR151 activ	TEAD-YAP inh	FBW7 activator
Cc1ccc(Nc2ncnc3c2c(-c2ccccc2)cn3-c2ccc(F)cc2)cc1	-5	-0.4	-4	-0.1
FC(F)(F)c1ccccc1CN1CCN(Cc2ccc(Br)cc2)CC1	82*	-0.5	-2	-0.2
CCOC(=O)CCn1cnc2c1c(=O)n(C)c(=O)n2C	19	0.3	1	0.2
O=Cc1ccc(-c2cc(NCCc3ccccn3)ncn2)cc1	3	-0.6	-27	0.0
N#C/C(=C\c1ccccc1)c1nc(-c2cc3cc(Br)ccc3oc2=O)cs1	0	-0.4	2	0.1
CCS(=O)(=O)C(=CNc1ccccc1)S(=O)(=O)CC	-18	-0.6	13	0.1
CC(C)(C)C(=O)N1CCc2cc(S(C)(=O)=O)ccc21	10	1.7	-29	0.1
CN(c1ccc2[nH]ncc2c1)C1CCN(C(=O)C(O)c2ccc(Cl)cc2)CC1 (centres undefined)	12	2.0	5	0.1
CCN1CCC(N2CCC(=O)N(Cc3ccccc3Cl)CC2)CC1	-16	-1.5	0	-0.1
Nc1ccc(C(=O)CC2(O)C(=O)N(Cc3ccc(Cl)cc3)c3ccccc32)cc1 (centres undefined)	-6	0.6	-2	0.1
Cc1ccccc1CSCCC(=O)NCCc1ccc(Cl)cc1	8	0.2	4	0.0
Cc1cccc(NC(=O)c2ccc(Cl)c(Cl)c2)c1	23	-1.6	-53	-0.1
Clc1ccc(C=Nc2ccc3c(c2)OCO3)cc1	-3	0.1	-4	-0.1
CC12Oc3ccc(Cl)cc3C(NC(=S)N1c1cccc(Cl)c1)C2C(=O)Nc1ccc(Cl)cc1 (centres undefined)	20	0.9	0	0.3
Cc1cc(NC(=O)COC(=O)COc2ccc3c4c(c(=O)oc3c2)CCC4)no1	7	1.5	3	0.3
CCc1ccc(C2=NC(c3cc(OC)ccc3OC)NC(c3ccccc3O)C2)cc1 (centres undefined)	-1	-0.1	-52	0.0
CN1CCN(c2cccc(-c3ccnc(Nc4ccc(-n5ccnn5)cc4)n3)c2)CC1	9	-0.8	68*	-0.2
CC(C)(C)c1cc(C(C)(C)C)cc(S(=O)(=O)Nc2cnc3ccccc3c2)c1	14	3.0	5	0.0
CSc1ncccc1C(=O)Nc1cc(C(F)(F)F)ccc1N1CCOCC1	-9	-0.1	-2	0.2
CC(=O)N1CCN(c2ccc3c4c(cccc24)C(=O)N(n2cnnc2)C3=O)CC1	-4	-0.6	3	-0.2
CCN1CC=C2C(C1)C(c1ccc(Cl)s1)C(C#N)=C(N)C2(C#N)C#N (centres undefined)	6	0.5	-2	-0.1
CCNC(=O)n1cc(-c2ccncn2)c(-c2ccncc2)n1	7	-0.3	-2	-0.1
O=C(NCc1ccc2c(c1)OCO2)c1cccn2c(=O)c3cc4ccccc4cc3nc12	3	0.4	-6	-0.1
S=C(NCc1ccccc1)NNc1nc2ccccc2s1	13	-0.1	14	-0.2
CN(c1ccccc1)S(=O)(=O)c1cccc(C(=O)OCC(=O)NC(=O)NC(C)(C)C)c1	-4	-1.1	5	-0.1
CC1=C(C(=O)Nc2ccccn2)C(c2ccc(OC(=O)c3ccccc3)cc2)n2ncnc2N1 (centres undefined)	-6	0.9	-10	-0.1
O=C(NC1CCN(Cc2ccccc2)CC1)c1cnc(NCCCN2CCCC2=O)s1	-7	0.0	2	0.2
O=C1C(c2c(O)[nH]c3ccccc23)=Nc2ccccc21	3&10	-1.4&0.1	-6&1	0.5&-0.1
CCn1c(O)c(C2=c3ccccc3=NC2=O)c2cc([N+](=O)[O-])ccc21	5	2.6	11	0.1
Cc1ccccc1CN[C@H]1C[C@H]2C(=O)N3CCC[C@H]3C(=O)N2C1	-12	0.8	-21	0.0
COc1cccc(NC(=O)CN2C(=O)c3ccc([N+](=O)[O-])cc3C2=O)c1	-19	1.1	1	-0.1
CC(C)(C)C1CCC(C(=O)Nn2c(-c3ccc(Cl)cc3)nc3ccccc3c2=O)CC1 (centres undefined)	-11	0.1	4	0.2

Three successive compounds out of the list so far, for reference:
SMILES	MITF primary	GPR151 activ	TEAD-YAP inh	FBW7 activator
O=C1C(c2c(O)[nH]c3ccccc23)=Nc2ccccc21	3&10	-1.4&0.1	-6&1	0.5&-0.1
CCn1c(O)c(C2=c3ccccc3=NC2=O)c2cc([N+](=O)[O-])ccc21	5	2.6	11	0.1
Cc1ccccc1CN[C@H]1C[C@H]2C(=O)N3CCC[C@H]3C(=O)N2C1	-12	0.8	-21	0.0

High-throughput results deposited in PubChem BioAssay by The Scripps Research Institute Molecular Screening Center.
